MT stabilize HCS: microtubule stabilization, imaging screen | HeLa tubulin immunostaining HCS, 24 h; share of cells brighter than vehicle mean+2SD | % tubulin-high responders, % at 10 µM | actives 0.83% (n = 200,000) | AID 2205;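 active means plate Z-score above 3 for both tubulin-high and condensed-nucleus cell shares, with cell loss under 80%, at 10 µM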;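 further: anti alpha tubulin signal scored within the nucleus-defined area of each cell; some results filed as inactive read as strong as hits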
Autophagy HCS: autophagy modulation, high-content screen; MEF GFP-LC3 puncta imaging; test concentration mostly 10 µM; calls only at 10 µM (by protocol); actives 0.98% (n = 190,000); AID 463193;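 active means percentage of spot-positive cells more than 3 SD above its plate mean, without a fluorescence outlier flag or 80% toxicity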;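 further: spot-positive cell cutoff set from DMSO-treated cells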
M1AAP inhibition: malaria alanyl aminopeptidase activity blockers – biochemical, fluorogenic H-Leu-NHMec substrate, 1536-well (AID 1445) | recombinant M1AAP, H-Leu-NHMec fluorogenic kinetic assay; higher % means a stronger effect | inhibition, % at 30 µM, or IC50 in µM where a hit was titrated | actives 0.42% (n = 220,000);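 active means primary inhibition above the hit cutoff, then over 50% inhibition at one or more dose response concentrations, cut at about 23% in these data, passing the limit was not always enough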;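 further: plate controls were DMSO full reaction for no effect and no enzyme background for full effect; strong numbers were not always called active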
Dynein cargo inh: dynein cargo transport inhibition; 3617.4 mouse cells, GR-EGFP nuclear translocation imaging; test concentration mostly 20 µM; stimulated with dexamethasone, 1 µM; active compounds read low; AID 1381; actives 0.47% (n = 220,000); z-score, hits read low;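 active means plate z-score of nuclear minus cytoplasmic receptor signal below a set negative limit, without overly bright fluorescence or cell loss, cut at about -3.5 in these data, passing the limit was not always enough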;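 further: z-score of nuclear minus cytoplasmic ring GR-EGFP intensity difference per well; some compounds called inactive have numbers as strong as hits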
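Buffer or medium: tet-free, stripped-serum medium; Also added: dexamethasone, 1.0 µM final; Technique: high-content fluorescence imaging after fixation; Times: 48 h induction, 1 h compound, 30 min dex at 37 °C; Read-out: per-cell GR-EGFP intensity, nucleus versus surrounding cytoplasmic ring, well-averaged.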
Ins promoter up: MIN6 insulin promoter up-regulation. MIN6 insulin promoter-GFP reporter, high-content imaging; active compounds read high. z-score at 5 µM. actives 0.3% (n = 190,000);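 active means z-score above 3 at 5 µM with at least 500 cells counted in the well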
ER stress rescue: rescue of cells from ER stress-induced death, primary screen, 384-well, CSM14.1, thapsigargin, ATP luminescence (AID 1222); CSM14.1 thapsigargin-induced death rescue, ATP luminescence; higher % means a stronger effect; 190,000 tested, under 10 active; one-dose cellular ATP content (survival), % at 20 µM; EC50 in µM for titrated hits;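 active means EC50 below 50 µM in the dose-response confirmation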;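 further: death triggered by thapsigargin at about 15 µM added after 2 h compound pretreatment; cell ATP read after overnight thapsigargin exposure of roughly 18 to 22 hours; normalized against plate controls of thapsigargin alone and 5% DMSO vehicle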
b-catenin transl: alters nuclear translocation of beta-catenin in HeLa cells. immunofluorescence imaging. nuclear translocation activity, % at 5 µM. actives 0.3% (n = 190,000). AID 1665;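 active means nuclear translocation activity above 50% at 5 µM, with a well cell count of 50 or more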;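 further: per-cell ratio of nuclear to cytoplasmic median beta-catenin stain intensity; plate controls were DMSO negative control for no effect and GSK-3 inhibitor IX positive control for full effect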
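Test system: human HeLa cells, native beta-catenin. Compound dosing: 5 µM primary single dose, 0.1% DMSO, 0.02–20 µM confirmation series. Incubation: compound exposure 24 h at 37°C. Detection: beta-catenin immunostaining with DAPI counterstain, 20x imaging, 6 fields/well. Read-out basis: Nuclear/cytoplasmic beta-catenin signal ratio, % activation.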
P. falciparum M17LAP: P. falciparum M17LAP inhibitors, primary screen, biochemical, fluorogenic H-Leu-NHMec substrate, 1536-well (AID 1619); recombinant M17LAP, H-Leu-NHMec fluorogenic kinetic assay; higher % means a stronger effect; one-dose inhibition, % at 30 µM; IC50 in µM for titrated hits; actives 0.38% (n = 220,000);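 active means compound inhibiting the enzyme by more than half at any dose during confirmatory dose-response retesting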;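 further: plate controls were full reaction with DMSO carrier for no effect and no enzyme background for full effect; strong numbers were not always called active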
K1F lysis inhibition: protection from phage-mediated lysis, alamar blue read-out – E. coli UTI89, K1F phage, bacterial capsule biogenesis inhibitors (AID 488966); E. coli UTI89 K1F phage lysis, alamar blue, 2 h; higher % means a stronger effect; inhibition, % at 100 µM, or IC50 in µM where a hit was titrated; actives 0.02% (n = 340,000);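 active means phage lysis inhibition, versus mean bacterial control, above a set limit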;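 further: capsule biogenesis inhibitors block K1F phage lysis so surviving cells raise fluorescence; higher fluorescence means more inhibition of phage lysis; actives were called in the ten point dose series up to 300 µM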
Dynein cargo inh cytoplasmic EGFP: recorded beside Dynein cargo inh, whose call it bears; z-score; measured here: cytoplasmic GR-EGFP intensity; active compounds read high
Dynein cargo inh nuclear GR-EGFP: recorded beside Dynein cargo inh, whose call it bears; z-score; measured here: nuclear GR-EGFP intensity;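 lower value marks the stronger effect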
Dynein cargo inh cell count: further read-out of Dynein cargo inh, marked with its call; z-score; measured here: cell count per field
Ins promoter up cell count: further read-out of Ins promoter up, marked with its call; cell count; measured here: cytotoxicity, nuclei count;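 total cells summed across four imaged fields per well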
b-catenin transl cell count 5 µM: also measured in b-catenin transl; calls as there; cell count; measured here: cell count, cytotoxicity flag
MT stabilize HCS Hoechst-high %: further read-out of MT stabilize HCS, marked with its call; % Hoechst-high responders; measured here: nuclear condensation Hoechst responders;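 share of cells brighter than vehicle mean plus two SD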
MT stabilize HCS cytotoxicity %: further read-out of MT stabilize HCS, marked with its call; toxicity, %; measured here: cytotoxicity by cell density;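 0% = mean cell density of plate MIN control wells and 100% = no cells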
Autophagy HCS cell loss 18 h: also measured in Autophagy HCS; calls as there; toxicity, %; measured here: cell loss, nuclei count;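 cell loss after 18 h compound exposure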
Numbers without * were called inactive; i = inactive; . = no result given; [ ] = another dose, or the depositor's remark.

SMILES,MT stabilize HCS,MT stabilize HCS Hoechst-high %,MT stabilize HCS cytotoxicity %,Autophagy HCS,Autophagy HCS cell loss 18 h,M1AAP inhibition,Dynein cargo inh,Dynein cargo inh cytoplasmic EGFP,Dynein cargo inh nuclear GR-EGFP,Dynein cargo inh cell count,Ins promoter up,Ins promoter up cell count,ER stress rescue,b-catenin transl,b-catenin transl cell count 5 µM,P. falciparum M17LAP,K1F lysis inhibition
COc1ccc(NC(=O)COC(=O)CCCOc2ccc(Cl)cc2Cl)cc1,4.4,3.3,3.4,i,34.0,-5.2%,-0.0639,-0.17,-0.142,-0.255,-0.21,1531,-2.1%,-0.6,1091,2.8%,0.5%
COc1ccc2c(c1[N+](=O)[O-])CCC/C2=N/OC(=O)c1cccc2ccccc12,8.8,2.4,2.4,i,5.9,8.8%,0.274,-0.228,-0.719,0.502,-0.85,1439,-2.7%,1.5,1453,1.0%,0.5%
COc1ccc(C(=O)Nc2cccc(/C=C/c3nc4ccccc4c(=O)[nH]3)c2)cc1,.,.,.,.,.,6.2%,-0.613,-0.72,-0.523,0.574,-1.45,818,.,0.9,1397,5.3%,-1.2%[50 µM]
CN(C)CCN(Cc1ccccc1)S(=O)(=O)c1ccc2c(c1)n(C)c(=O)c(=O)n2C,.,.,.,.,.,2.1%,-0.0515,-0.21,0.358,0.0841,0.61,1024,.,-1.3,1323,7.4%,1.7%[50 µM]
CC(=O)c1ccc(C(=O)N2CCc3c([nH]c4ccccc34)C2c2ccccn2)s1 (stereo unspecified),4.5,1.7,2.0,i,31.1,-1.2%,0.138,-0.248,0.458,-0.491,.,.,-1.1%,2.4,949,-4.3%,0.4%
CCOC(=O)N1CCN(C2CC(=O)N(c3ccc(Cl)c(Cl)c3)C2=O)CC1 (stereo unspecified),4.7,2.9,7.2,i,-3.6,0.0%,-0.441,-0.274,-0.221,0.802,0.29,1194,-1.1%,-2.4,1099,-7.7%,-0.1%
COc1cccc(N2CCN(CC(=O)c3c[nH]c4ccc(OC)cc34)CC2C)c1 (stereo unspecified),2.9,2.4,6.2,i,-1.9,0.3%,-1.02,-0.214,-0.504,0.182,-0.11,984,.,.,.,-1.9%,0.2%
Cc1nc2sc(C(c3ccccc3)N3CC(C)OC(C)C3)c(O)n2n1 (stereo unspecified),3.8,3.3,7.6,i,29.4,8.2%,1.23,-0.0591,0.836,-1.85,-0.42,1433,-0.4%,-1.0,838,12.4%,-0.4%
O=[N+]([O-])c1cc(Cl)cc(/C=N/Nc2nc3ccccc3s2)c1O,3.5,2.1,4.3,i,8.5,4.9%,0.0796,-0.151,0.0969,0.231,0.36,1466,-3.5%,2.4,963,2.8%,-1.4%
CS(=O)(=O)N1CCC(C(=O)N2CCN(Cc3ccccc3)CC2)CC1,1.6,1.3,7.1,i,13.8,-0.1%,0.545,-0.258,0.45,-0.484,-0.01,1168,-1.6%,-1.1,1176,-5.5%,0.3%
O=C(NCCc1c[nH]c2ccccc12)[C@@H]1C[C@H]1[C@@H](NP(=O)(c1ccccc1)c1ccccc1)c1ccccc1,5.0,4.6,4.1,i,-7.1,13.1%,0.0471,-0.261,0.454,0.326,0.24,1081,-0.7%,-0.9,462,0.9%,.
CCOc1ccc(N2C(=O)Nc3ccccc3C2(O)C(=O)NCc2ccccc2)cc1 (stereo unspecified),5.1,2.1,4.2,i,18.6,4.2%,-0.643,-0.347,-0.514,0.72,0.87,1307,-0.9%,-2.3,1075,16.4%,1.1%
CCOc1cc(OCC)nc(S(C)(=O)=O)n1,5.5,4.2,14.4,i,7.9,2.4%,1.24,-0.134,0.348,-1.07,0.55,1160,-1.8%,.,.,-3.3%,1.8%[50 µM]
CN1CCN(c2cc(C(F)(F)F)nc3ccc(F)cc23)CC1,.,.,.,.,.,0.2%,-0.182,-0.243,0.413,1.51,-0.91,1028,.,0.0,1334,-2.1%,-0.3%
COc1cc(NC(=O)c2ccccc2)cc(OC)c1,5.4,2.2,2.4,i,17.7,5.0%,-0.389,-0.244,0.458,0.333,-0.3,1113,-1.2%,-0.9,758,10.1%,-0.1%
CCCc1cnc(N2CCN(C(=O)c3c(-c4ccccc4)noc3C)CC2)nc1,.,.,.,.,.,-1.6%,-0.471,0.0611,-0.207,0.201,-0.19,1454,.,1.5,1274,-1.0%,0.5%
Cc1ccc(S(=O)(=O)Nc2ccc(S(=O)(=O)NC(C)(C)C)cc2)cc1,4.4,2.8,13.2,i,5.5,5.8%,0.132,-0.0881,0.21,0.798,.,.,-1.2%,.,.,5.9%,0.1%
O=C(OCn1nnc2ccccc2c1=O)C1COc2ccccc2O1 (stereo unspecified),2.4,1.6,9.1,i,5.2,5.8%,-0.331,-0.323,-0.274,1.04,0.29,1859,-2.1%,0.4,1029,7.4%,0.6%
Cc1cccc(C(=O)Oc2csc(=S)n2C(=O)c2cccc(C)c2)c1,3.7,2.9,3.8,i,-1.3,11.4%,-0.422,-0.241,-0.239,-0.261,.,.,-2.9%,0.2,601,14.2%,0.5%
Cc1ccccc1CN1CCN(CC(=O)NCc2ccccc2)C1=O,2.1,2.1,4.0,i,-2.2,1.1%,-0.165,-0.241,0.0657,0.00584,0.8,1264,-2.9%,.,.,-0.9%,4.9%
CC(C)(C)NC(=O)C(c1ccncc1)N(Cc1cccs1)C(=O)c1csnn1 (stereo unspecified),.,.,.,.,.,-14.0%,-1.21,-0.125,-0.223,0.838,-0.83,1077,.,0.9,1258,7.8%,0.6%
O=c1c2cccc3c2c(nn1CN1CCOCC1)-c1ccccc1-3,34.4,1.2,22.2,i,9.2,-1.2%,0.997,-0.204,0.712,-0.372,-0.29,1280,-1.6%,3.8,975,5.0%,0.5%
Cc1ccc(C(=O)CC(C(=O)O)n2cnc([N+](=O)[O-])n2)cc1 (stereo unspecified),3.1,2.9,7.6,i,0.8,3.2%,-0.573,-0.265,-0.144,-0.00288,-1.19,1672,-1.6%,0.1,1470,11.1%,-0.6%
Cc1ccc(Cn2c(C(=O)NCCCN3CCOCC3)cc3sccc32)cc1,2.8,3.2,6.5,i,-9.5,7.9%,-0.504,-0.0944,0.573,-0.774,-0.42,1867,-1.2%,-1.4,1223,-1.3%,0.0%
COc1ccc(/C=C/C(=O)NC(=S)NNC(=O)c2cccs2)cc1,14.7,3.9,80.2,i,32.6,-7.3%,-0.577,-0.313,0.049,-0.0588,-0.93,1141,-1.1%,43.1,269,-3.4%,0.4%
O=C(COC(=O)c1ncc(Cl)c(Cl)c1Cl)NC(=O)NCc1ccccc1,2.5,2.5,13.6,i,18.0,-18.8%,0.524,0.00785,-0.0621,-0.726,0.75,1336,1.0%,-1.5,1087,-5.0%,0.5%
COc1cc(OC)cc(N2C(=O)CSCC2=O)c1,.,.,.,.,.,3.0%,0.0569,-0.241,0.418,0.192,-0.96,1096,.,0.4,1336,-4.5%,1.8%
Cc1ccc(C)c(Cn2c(=O)n(CCCC(=O)NCc3ccco3)c(=O)c3ccccc32)c1,1.9,3.0,7.0,i,17.6,1.8%,-0.0681,-0.262,1.05,-0.104,-0.03,1278,1.3%,-1.7,572,10.0%,0.1%
Cc1cc(C)n(CC(=O)N2c3ccccc3Sc3ccc(C(F)(F)F)cc32)n1,4.0,3.3,5.0,i,-46.5,17.2%,-0.341,-0.294,0.695,0.00871,0.11,1284,-0.9%,-2.2,534,6.9%,0.3%
Cc1ccccc1C(=O)NNC(=O)C(=O)Nc1cccc(Cl)c1C,1.4,1.3,1.3,i,5.3,-0.6%,-0.0604,-0.215,-0.281,0.444,1.38,1369,0.3%,-1.0,1369,-9.5%,0.4%
Cc1cc(C)nc(NC(=O)COc2cc(Cl)cc(Cl)c2)n1,1.4,1.3,0.8,i,-4.1,0.0%,0.664,-0.141,0.739,-0.215,.,.,1.6%,-7.2,1235,-2.3%,-1.1%
CC(C)CC(=O)NS(=O)(=O)c1ccc(NC(=O)c2ccco2)cc1,2.3,2.0,1.0,i,8.5,-11.2%,1.87,-0.0836,0.952,-1.39,0.3,1479,0.3%,-1.1,1568,16.3%,0.3%
CCOc1ccc(OCC)c(NC(=O)CC2Oc3ccccc3NC2=O)c1 (stereo unspecified),3.3,2.5,3.4,i,-6.8,-1.1%,0.487,-0.07,0.541,-0.323,0.04,938,-0.1%,.,.,3.6%,-0.3%
CCN(CC)c1ccc(NC(=O)C(C)C)cc1,1.6,2.6,8.7,i,-5.6,3.6%,0.714,-0.223,0.762,0.779,.,.,0.8%,-2.7,1062,9.6%,0.1%
CCN(C(=O)CSc1nnc(-c2ccc(Cl)cc2)n1C)C1CCS(=O)(=O)C1 (stereo unspecified),4.8,1.3,11.8,i,-0.1,3.5%,-1.3,0.606,-0.489,1.33,0.23,1473,-0.1%,-2.7,1124,4.2%,-0.2%
CCOC(=O)c1c(O)c2c([nH]c1=O)CCCC2,1.3,0.8,7.5,i,-9.5,-0.3%,0.617,0.0513,0.951,-1.68,-1.19,772,3.7%,0.3,1168,1.2%,-0.1%

Screening results (PubChem BioAssay)
